# PPARg SRC3 recr – PPARgamma-driven SRC-3 recruitment agonism. activation, % at 8 µM. 200,000 compounds, 0.26% hits. biochemical PPARgamma/SRC-3 coactivator recruitment assay; in the data active = activation above about 23%;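 note: 0% = DMSO and 100% = reference agonist; some compounds past the cut are filed as inactive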
# Target sequence (P37231 whole entry, looked up): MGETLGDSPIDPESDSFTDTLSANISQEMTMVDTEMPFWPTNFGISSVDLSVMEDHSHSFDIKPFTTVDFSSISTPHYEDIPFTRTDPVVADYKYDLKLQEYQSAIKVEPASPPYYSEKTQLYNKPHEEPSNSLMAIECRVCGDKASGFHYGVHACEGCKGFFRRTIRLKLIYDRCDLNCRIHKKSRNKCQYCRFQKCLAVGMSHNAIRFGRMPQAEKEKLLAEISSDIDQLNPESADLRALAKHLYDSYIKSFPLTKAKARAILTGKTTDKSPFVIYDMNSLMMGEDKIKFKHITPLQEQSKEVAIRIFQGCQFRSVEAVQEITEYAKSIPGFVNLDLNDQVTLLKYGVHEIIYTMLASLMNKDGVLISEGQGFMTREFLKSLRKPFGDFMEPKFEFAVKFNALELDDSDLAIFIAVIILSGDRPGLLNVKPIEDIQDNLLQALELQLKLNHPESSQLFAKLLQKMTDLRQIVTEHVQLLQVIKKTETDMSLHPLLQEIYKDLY
# RAM network inh – yeast RAM network inhibition; 190,000 compounds, 1.8% hits; S. cerevisiae dse1pr::URA3 reporter, 5-FOA growth OD615, 2 d; analog-sensitive cbk1-as2 kinase mutant strain; inhibition, % at 50 µM;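 active = inhibition above a set limit, 3 SD over mean compound inhibition, cut at about 8.4% in these data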;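 note: 0% = DMSO-only wells with no growth and 100% = 10 µM 1-NA-PP1 full growth; inhibition rescues growth on 5-FOA so higher OD means more RAM inhibition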
# SRC2 TRFRET art – counter-screen for PPARgamma SRC-2 recruitment agonists: TR-FRET artefact. TR-FRET ratio at 8 µM. hits give high values. 200,000 compounds, 0.4% hits; in the data active = TR-FRET ratio above about 2000; note: inactives centre near 1500
# PPARg SRC2 recr – agonists of SRC-2 recruitment by human PPARgamma. activation, % at 8 µM. 200,000 compounds, 0.34% hits. PPARgamma LBD-SRC-2 recruitment, biochemical. P37231; in the data active = activation above about 22%;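 note: 0% = vehicle and 100% = reference agonist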
# S1P3 antag – S1P3 (human) receptor antagonism; CHO S1P3 NFAT-BLA reporter, FRET fluorescence, antagonist mode; inhibition, % at 4.98 µM; 170,000 compounds, 0.27% hits;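 active = inhibition above the plate cutoff, the mean inhibition of test wells on that plate plus 3 SD, cut at about 28% in these data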;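 note: cells challenged with S1P at its EC80 of 0.8 µM; blue over green emission ratio from cleaved BLA substrate after 4 h stimulation; 0% = S1P-stimulated wells and 100% = unstimulated DMSO-only wells; some compounds past the cut are filed as inactive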
# STAT1 inh – STAT1 signaling inhibition | NIH 3T3 STAT1-luciferase reporter, IFN-gamma, luminescence | inhibition, % at 5.5 µM | 200,000 compounds, 0.35% hits | AID 920;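 active = inhibition above a set limit, the mean inhibition across all tested compounds plus 3 SD, cut at about 34% in these data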;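 note: 0% = IFN-gamma with DMSO and 100% = IFN-gamma with 300 µM nifuroxazide; values of inactives mirror those of a sister screen read the other way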
# STAT3 activator – STAT3 signaling activation; 190,000 compounds, 0.91% hits; AID 871; U3A cells, IL-6 STAT3-luciferase reporter, luminescence; 100% = signal with IL-6 EC80 alone; activation (% of control), % at 5.6 µM;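 active = activation above the screen-wide mean of compound activation plus 3 SD, cut at about 130% in these data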;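 note: 0% = background luminescence of wells with medium and substrate only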
#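 System – human U3A cells carrying STAT3-luciferase construct · Probe or stimulus – Interleukin-6, 33 ng/mL · Schedule – compound 1 h, then IL-6 6 h at 37 °C · Signal – luminescence from STAT3-driven luciferase reporter · Evaluation – percent of IL-6-only median luminescence · Benchmarks – IL-6-only high control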
# PPARg SRC1 recr – promotes SRC-1 coactivator recruitment by human PPARgamma; P37231; PPARgamma-SRC-1 coactivator recruitment biochemical assay; activation, % at 8 µM; 200,000 compounds, 0.41% hits; in the data active = activation above about 19%;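 note: 0% = DMSO and 100% = reference agonist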
# TLR4-MyD88 BLA – TLR4-MyD88 interaction inhibition in cells; O00206+Q99836; HeLa CL3-4 TLR4/MyD88 BLA complementation, FRET ratio; inhibition, % at 8.4 µM; 200,000 compounds, 0.18% hits; in the data active = inhibition above about 25%;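 note: 0% = vehicle and 100% = reference inhibitor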
# STAT3 inh – inhibitors of IL-6 induced STAT3 signaling. U3A cells, IL-6 STAT3-luciferase reporter, luminescence; host cell line lacks STAT1. inhibition, % at 5.5 µM. 190,000 compounds, 0.89% hits. AID 862;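 active = inhibition above the mean inhibition across all screened compounds plus 3 SD, cut at about 44% in these data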;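 note: 0% = DMSO only wells and 100% = 100 µM nifuroxazide control wells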
# ROMK primary – modulates human ROMK potassium channel activity; B-score at 10 µM; 130,000 compounds, 2% hits; Tet-inducible ROMK, thallium flux fluorescence; actives lie on both sides; AID 1918; P48048;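 active = signal ratio slope over the read window, or its plate-corrected B-score, at least 3 SD from the plate mean, either direction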;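 note: B-score of the F/F0 ratio slope over 7 to 12 s after thallium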
# Target sequence (P48048 whole entry, looked up): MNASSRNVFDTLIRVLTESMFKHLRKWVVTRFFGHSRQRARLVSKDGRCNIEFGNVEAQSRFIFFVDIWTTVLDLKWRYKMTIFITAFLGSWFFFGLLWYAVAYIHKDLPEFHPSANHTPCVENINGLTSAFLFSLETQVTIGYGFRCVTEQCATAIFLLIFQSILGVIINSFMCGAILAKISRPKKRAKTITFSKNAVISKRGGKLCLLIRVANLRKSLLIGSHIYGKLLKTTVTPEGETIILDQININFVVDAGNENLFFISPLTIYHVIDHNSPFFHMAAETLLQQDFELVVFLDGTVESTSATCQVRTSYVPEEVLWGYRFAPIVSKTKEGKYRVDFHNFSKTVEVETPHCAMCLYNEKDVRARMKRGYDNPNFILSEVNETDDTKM
# * hit, by the source's call; x = no result given.
SMILES,PPARg SRC3 recr,RAM network inh,SRC2 TRFRET art,PPARg SRC2 recr,S1P3 antag,STAT1 inh,STAT3 activator,PPARg SRC1 recr,TLR4-MyD88 BLA,STAT3 inh,ROMK primary
CC(C)CC(=O)NC(=S)Nc1nc(-c2ccc(Cl)cc2)cs1,3,5.7,1665,5,-1,7,96,6,-4,7,x
Cc1cc(NC(=O)c2cc(-c3ccco3)on2)nn1Cc1ccc(Cl)cc1,3,6.0,1376,3,25,-2,52,1,2,63*,0.13
CCCCC(=O)Nc1cccc(-c2cn3ccccc3n2)c1,10,-0.3,1618,10,x,-24,88,0,1,25,x
COc1ccccc1-n1cnnc1SCC(=O)c1cc(C)n(Cc2cccs2)c1C,7,4.4,1365,1,-13,0,110,0,13,-4,x
O=C(NCc1cccnc1)c1nc(-c2cccs2)no1,3,1.1,1550,-4,-17,0,105,8,-1,2,-0.37
CC(C)NCC(O)Cn1c2c(c3ccccc31)CCc1c-2cnn1-c1ccccc1 (stereo not drawn),2,-0.8,1411,-9,0,5,104,3,11,0,-0.96
COc1ccc(C(=O)NCc2ccccc2OC)c(OC)c1,2,-0.1,1644,0,21,-7,90,7,-4,14,0.2
COC(CNC(=O)c1ccc(N2CCC3(CC2)OCCO3)c([N+](=O)[O-])c1)OC,7,1.4,1572,11,-6,-1,92,8,-16,10,0.018
Cn1c(-c2ccc[nH]c2=O)nc2cc(Cl)ccc21,5,-0.4,1603,12,x,6,90,4,-5,15,x
COc1cc(NC(=O)COC(=O)CNS(=O)(=O)c2ccc(F)c(F)c2F)cc(OC)c1,2,0.3,1433,9,1,-2,104,-3,-12,-2,x
CCN(Cc1cc2cc(C)ccc2[nH]c1=O)S(=O)(=O)c1ccccc1,-4,2.2,1581,-4,-14,10,91,2,-11,20,x
CCOC(=O)C(=O)Nc1sc(C(=O)N(CC)CC)c(C)c1C#N,6,4.0,1492,-1,2,1,94,0,-4,11,0.0096
O=C(CN1CCN(c2ncccn2)CC1)N1CCc2ccccc21,0,0.0,1548,11,4,-4,101,8,0,5,x
O=C1NC(c2ccc3c(c2)OCO3)Nc2ccccc21 (stereo not drawn),-11,1.0,1360,-11,7,-15,93,-6,12,12,2.2*
COC(=O)CSC1=C(C#N)C(c2ccccc2)CC(=O)N1 (stereo not drawn),0,0.8,1544,6,-18,0,101,0,2,4,x
CC(C)C(=O)Nc1ccc2oc(-c3cc(F)c(F)cc3Cl)nc2c1,8,0.6,1404,-7,x,-17,92,-3,-5,13,0.17
CC(C)Cn1cnc2c(c(-c3ccccc3)c(-c3ccccc3)n2Cc2ccco2)c1=N,6,2.3,1659,7,x,2,97,7,-5,3,-4.3*
C=CCNS(=O)(=O)c1ccc(OCC(=O)OCC)cc1,8,0.7,1578,2,1,1,97,-1,10,8,-0.44
CCn1c(SCc2ccccc2Cl)nc2ccccc21,-8,0.0,1505,3,x,-20,97,0,-4,7,x
Cc1nnsc1Sc1cccc(C(F)(F)F)c1,1,-1.1,1474,-5,x,-3,100,3,-7,9,x
CCCc1cc(=O)[nH]c(SCC(=O)N2CCN(S(=O)(=O)c3ccc(Cl)cc3)CC2)n1,-5,5.9,1310,-11,-2,0,100,-10,4,0,0.36
N#Cc1c(/N=C/c2cccs2)sc2c1CCC2,3,1.9,1468,3,37,-44,105,3,-1,4,x
C#CCNc1ccc([N+](=O)[O-])cc1,-5,0.6,1370,-11,-10,-9,102,-8,-1,-2,-0.47
COc1ccccc1N(C(C)=O)c1nc(C)cc(C)c1C#N,-1,2.1,1370,-9,x,12,165*,3,-3,-75,-0.014
Cc1ccccc1OCc1n[nH]c(=S)n1Cc1ccccc1,-2,0.2,1563,-1,6,16,92,3,-18,12,-0.96
CN1CC(c2ccc(C#N)cc2)C2(COc3ccccc3C2=O)C12C(=O)Nc1ccccc12 (stereo not drawn),4,-0.1,1535,-6,x,0,109,5,-2,0,x
O=C1C(=O)N(CNc2ccccn2)c2ccccc21,-1,2.8,1440,-4,x,-4,102,-1,11,4,x
O=C(COc1cccc2ccccc12)NNC(=O)c1cnccn1,-1,1.0,1511,4,1,0,102,8,-3,-1,0.21
C=CCc1ccc(OCCOc2cccc(/C=N/n3cnnc3)c2)c(OC)c1,-6,x,1444,-6,x,-14,95,1,0,9,x
Cc1ccc(-n2nnnc2SCC(=O)c2c(N)n(CC(C)C)c(=O)n(C)c2=O)cc1,-3,1.7,1489,-9,-3,0,98,2,8,10,x

# A different layout for part of the listing above.
O=C(COc1cccc2ccccc12)NNC(=O)c1cnccn1
  PPARg SRC3 recr = -1; RAM network inh = 1.0; SRC2 TRFRET art = 1511; PPARg SRC2 recr = 4; S1P3 antag = 1; STAT1 inh = 0; STAT3 activator = 102; PPARg SRC1 recr = 8; TLR4-MyD88 BLA = -3; STAT3 inh = -1; ROMK primary = 0.21

C=CCc1ccc(OCCOc2cccc(/C=N/n3cnnc3)c2)c(OC)c1
  PPARg SRC3 recr = -6; RAM network inh = x; SRC2 TRFRET art = 1444; PPARg SRC2 recr = -6; S1P3 antag = x; STAT1 inh = -14; STAT3 activator = 95; PPARg SRC1 recr = 1; TLR4-MyD88 BLA = 0; STAT3 inh = 9; ROMK primary = x

# Additional results follow.
SMILES,PPARg SRC3 recr,RAM network inh,SRC2 TRFRET art,PPARg SRC2 recr,S1P3 antag,STAT1 inh,STAT3 activator,PPARg SRC1 recr,TLR4-MyD88 BLA,STAT3 inh,ROMK primary
CC(=O)Nc1cccc2c1C(=O)N(c1ccccc1C)C2=O,0,1.3,1553,-7,-6,-4,111,1,12,-11,-0.58
CC1(C(=O)NC2CCCCCC2)CCC(=O)N1Cc1ccc2c(c1)OCO2 (stereo not drawn),12,0.7,1693,4,-17,1,101,5,9,1,0.49
CCn1c(SCC(=O)NCC2CCCO2)nc2c(c1=O)SC(C)C2 (stereo not drawn),7,0.6,1467,3,-24,1,98,1,-13,1,x
Cc1ccc2[nH]cc(CCNC(=O)c3cccnc3)c2c1,4,-0.1,1482,2,x,1,95,-1,-6,9,x
CCOC(=O)c1c(C)n(CCO)c2ccc(O)cc12,-2,1.6,1455,-8,-8,4,98,-3,4,6,x
Cc1ccc(NC(=O)c2sc3nc(N)c(C#N)cc3c2N)cc1,2,1.7,1605,-8,-9,0,100,-4,7,-1,x
Cc1cccc(N2C(=O)CN=C2Nc2nc(C)cc(C)n2)c1,-3,1.3,1666,1,x,6,96,6,-7,11,1.5
NS(=O)(=O)c1ccc(CNC(=O)/C=C/c2ccccc2[N+](=O)[O-])cc1,-1,3.5,1697,2,-33,1,112,12,-7,-12,0.27
CC[n+]1c(C)sc2c(C)cc(C)cc21,3,-1.0,1519,-5,x,9,101,5,3,8,x
Cc1noc(C)c1C(=O)Nc1nc(C23CC4CC(CC(C4)C2)C3)cs1,6,1.8,1711,10,32,13,94,7,0,10,x
C/C(=N\NC(=O)C1CC1)c1cccnc1,-2,0.7,1697,-3,-2,10,101,-1,-9,2,0.93
S=C1c2ccccc2CN1c1ccccc1,-2,2.0,1587,11,-3,-8,100,2,6,2,1
Cc1cc(N2CCCCCC2)nc2ccc(F)cc12,9,x,1514,6,x,12,90,10,-3,21,x
COc1ccc(C)cc1-n1[nH]nnc1=S,-2,1.6,1352,-2,-1,4,106,-9,7,-4,0.53
CCC1(C)Cc2c(sc3nnn(CC(=O)Nc4ccccc4C)c(=O)c23)CO1 (stereo not drawn),-8,1.2,1579,8,x,-4,103,8,-2,3,x
Oc1ccccc1CNc1nc2ccccc2n1CCN1CCCCC1,3,1.1,1582,-2,-9,-4,123,3,5,-27,x
O=C(CSCc1nc2ccccc2[nH]1)N1CCN(c2cccc(Cl)c2)CC1,-1,2.3,1412,2,4,16,99,-3,6,4,x
CC(C)Oc1ccc(N2CC(C(=O)Nc3ccc4c(c3)OCO4)CC2=O)cc1 (stereo not drawn),-11,1.1,1460,-8,-28,6,99,6,-3,9,x
CCC(SCC(=O)OC)C(=O)Nc1nnc(C(C)C)s1 (stereo not drawn),-2,-0.2,1626,5,-36,2,99,0,12,6,x
Cc1cc(NC(=O)CS(=O)(=O)c2cn(Cc3cccc(F)c3)c3ccccc23)no1,-3,3.0,1479,4,x,1,101,0,-2,0,-1.3
N#C/C(=N\Nc1ccc(Cl)cc1)C(=O)c1ccccc1,-1,4.1,1446,-1,x,17,90,-5,-8,12,2.8*
Cc1ccc(NC(=S)NNc2ncc(C(F)(F)F)cc2Cl)c(C)c1,6,-0.7,1312,-2,x,15,96,1,2,4,-1.4
CCC(=O)Nc1cc(C)c(NC(=O)CCc2ccccc2)cn1,4,0.8,1393,1,-110,3,112,6,0,-9,-0.025
Nc1cc(=O)[nH]c(SCC(=O)Nc2cccc(Cl)c2)n1,-5,1.6,1646,15,x,0,106,4,-2,-6,-0.36
C=CCn1cc(Cl)c(=O)n(CC=C)c1=O,-9,2.1,1412,-4,-12,-1,99,6,12,4,0.056
O=C1CCCc2c1[nH]c1c(Br)cccc21,-1,7.2,1631,-1,-1,1,92,-3,3,14,x
CC(C)c1ccccc1NC(=O)CNC(C)c1ccc(F)cc1 (stereo not drawn),1,0.2,1484,0,14,0,103,1,-9,-1,0.012
Cn1cc(NC(=O)OCc2ccc(Cl)cc2)c(C(F)(F)F)n1,2,5.3,1639,7,-16,-88,114,9,6,-11,0.57
COc1ccc(OC)c(S(=O)(=O)Nc2ccc(OCC(=O)O)cc2)c1,0,1.1,1534,2,-5,-12,98,1,0,7,x
CC(C)(C)NC(=O)Cn1nnc(-c2ccccc2NC(=O)c2ccco2)n1,6,1.8,1401,10,x,-8,97,-6,13,7,-0.071
Cc1ccc(SCCC(=O)OCC(=O)NCC2CCCCC2)cc1,5,2.4,1649,1,-12,-2,102,4,-20,-1,3*
Cc1ccc(S(=O)(=O)N2CCN(S(=O)(=O)N(C)C)CC2)cc1,-4,0.8,1491,9,-18,-1,105,-4,-22,0,x
N#Cc1nc(-c2ccco2)oc1NCc1ccco1,5,-0.1,1401,-5,-24,2,98,3,-1,6,x
CCOC(=O)C(CC(=O)O)N1CCCCC1 (stereo not drawn),7,-0.1,1579,2,x,3,102,-1,-5,1,-0.041
CC(=O)c1cccc(NC(=S)N2CCN(CCN3C(=O)c4cccc5cccc(c45)C3=O)CC2)c1,9,5.6,1612,-4,-5,-2,80,-1,9,28,x
Cc1[nH]c2ccccc2c1C(=O)CSc1nc2ccccc2c(=O)n1CCCN1CCOCC1,-9,3.0,1435,8,x,4,82,-7,-11,22,-0.27
COc1cc(OC)c(/C=N/NC(=O)c2ccc(NC(C)=O)cc2)cc1Br,9,-0.1,1529,6,-8,-3,94,7,11,10,0.032
O=[N+]([O-])c1ccc(OCc2nnc(-c3ccccc3)o2)cc1,6,1.4,1626,9,-12,5,87,2,-4,18,0.12
COc1cccc(S(=O)(=O)NCc2ccc3c(c2)OCO3)c1,4,-0.1,1542,1,x,1,100,-2,5,-3,0.53

# An unsorted share of the library; any-hit rate near 5.6%.
